Assay outcomes from PubChem.
STK33 inh = blocks human STK33 kinase activity; purified STK33, MBP phosphorylation, ADP-Glo luminescence; AID 2661; inhibition, % at 10 µM; 320,000 compounds, 0.073% hits;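 active means inhibition at or above 25%, using the most active replicate where run in duplicate; inactive means inhibition below 25%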
Target sequence (Q9BYT3 whole entry, looked up): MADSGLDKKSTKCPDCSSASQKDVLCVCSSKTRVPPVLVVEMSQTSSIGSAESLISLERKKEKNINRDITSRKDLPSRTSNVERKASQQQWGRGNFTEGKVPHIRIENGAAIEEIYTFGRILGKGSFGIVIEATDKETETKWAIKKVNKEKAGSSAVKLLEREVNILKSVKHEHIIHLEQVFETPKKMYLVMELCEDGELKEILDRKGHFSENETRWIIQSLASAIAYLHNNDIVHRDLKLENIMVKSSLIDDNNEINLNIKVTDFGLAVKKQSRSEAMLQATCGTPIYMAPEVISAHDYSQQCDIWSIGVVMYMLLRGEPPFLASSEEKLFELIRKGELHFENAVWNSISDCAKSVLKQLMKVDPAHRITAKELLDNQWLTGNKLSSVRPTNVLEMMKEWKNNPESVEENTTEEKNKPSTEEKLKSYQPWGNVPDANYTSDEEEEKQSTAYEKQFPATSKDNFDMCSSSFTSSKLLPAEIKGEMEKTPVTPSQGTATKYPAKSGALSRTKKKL
OX1R FRET antag = OX1R (human) antagonism; O43613; inhibition, % at 6.6 µM; AID 485270; OX1R-expressing cells, FRET antagonist read-out; 330,000 compounds, 1.8% hits; in the data active means inhibition mostly above about 38%, no sharp cut-off; inactive means mostly below about 40%;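 further: 0% = agonist challenge alone and 100% = reference antagonist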
Target sequence (O43613 whole entry, looked up): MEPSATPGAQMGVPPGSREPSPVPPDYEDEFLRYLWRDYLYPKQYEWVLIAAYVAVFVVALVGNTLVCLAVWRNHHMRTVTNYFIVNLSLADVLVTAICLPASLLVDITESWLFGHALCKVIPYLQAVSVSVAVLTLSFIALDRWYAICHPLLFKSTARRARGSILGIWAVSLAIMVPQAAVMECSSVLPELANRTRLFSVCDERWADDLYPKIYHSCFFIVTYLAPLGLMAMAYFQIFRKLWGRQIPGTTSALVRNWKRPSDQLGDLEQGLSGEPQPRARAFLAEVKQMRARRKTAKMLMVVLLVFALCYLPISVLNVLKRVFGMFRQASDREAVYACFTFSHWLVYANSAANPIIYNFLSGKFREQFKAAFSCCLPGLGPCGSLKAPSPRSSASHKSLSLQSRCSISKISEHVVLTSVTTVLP
Active calls of the source: *; . = no result given.

STK33 inh,OX1R FRET antag,Molecule
-0.4,12,Cc1ccc(NC2CC(=O)N(CCc3ccccc3)C2=O)cc1 (configuration not stated)
-1.2,19,CCOc1ccc(Nc2nc(C)cc(C)c2C#N)cc1
2.5,25,CCOc1cccc2sc(=NC(=O)c3ccco3)n(CC(=O)OC)c12
0.6,37,CCn1cc(C(=O)NCCCOC(C)C)c2cc(OC)c(OC)cc2c1=O
-1.0,19,CSc1nnc(C)c(=O)n1COC(=O)COc1ccc(Cl)cc1Cl
-2.2,24,Cc1ccccc1Nc1nc(CSc2nnc(-c3ccoc3C)n2C)cs1
-0.5,14,O=C(c1cccs1)N1N=C(c2ccccc2)CC1c1ccc(O)cc1 (configuration not stated)
-1.5,24,Cn1c(CN2CCN(C(=O)c3ccccc3)CC2)nc2cc([N+](=O)[O-])ccc21
-0.8,27,CCOC(=O)c1c(NC(=O)CSc2nnnn2C)sc(C)c1C
-0.5,20,Cc1ccc2nc(SCc3nnc(-c4ccccc4Br)o3)[nH]c2c1
1.0,12,O=C(CN1C(=O)CCS(=O)(=O)c2ccccc21)NCCc1ccccc1
2.1,14,COc1cc(/C=N/n2c(COc3ccccc3)n[nH]c2=S)cc(Br)c1O
4.1,40,Cc1nn(-c2ccccc2)c(N)c1C1(O)C(=O)N(C(C)C)c2ccccc21 (configuration not stated)
-0.7,-10,Cc1n[nH]c(=O)nc1NCc1ccccc1Cl
-0.2,9,CSC(=NNC(=O)c1ccccc1O)SC
-3.1,4,CCCCCOc1ccc(NC(=O)C2OC3OC(C)(C)OC3C3OC(C)(C)OC23)cc1 (configuration not stated)
0.0,4,CC[C@]12c3[nH]c4ccccc4c3CCN1C(=O)C(CC(=O)NCCCn1ccnc1)C[C@@H]2C(=O)N1CCN(C(=O)c2ccco2)CC1 (some centres not stated)
-2.5,10,Cc1cc(=O)[nH]c(SCC(=O)NC2CCCc3ccccc32)n1 (configuration not stated)
-1.0,12,Cc1n[nH]c(=S)n1/N=C/c1ccccc1OCc1ccc(Cl)cc1
0.4,22,COc1cc2ccccc2cc1C(=O)NCc1ccncc1
-1.5,8,Cc1ccc(S(=O)(=O)N(C)C)cc1NC(=O)COC(=O)C1CC(=O)N(c2ccc3c(c2)OCCO3)C1 (configuration not stated)
-1.0,12,COC(=O)c1ccc(-n2ccnc2)cc1
-1.9,21,Cc1nc(-c2ccccc2)sc1C(=O)/C=C/c1ccccc1
0.1,8,Cn1c(COc2cccc3cccnc23)nnc1SCC(=O)O
-4.9,5,COc1ccc(OCc2nnc(SC3CCOC3=O)n2-c2ccccc2)cc1 (configuration not stated)
0.3,34,Cc1nn(C)c(C(=O)Nc2cccc(Nc3ccccc3)c2)c1[N+](=O)[O-]
-1.6,4,COc1ccc(-c2cnnn2-c2ccc(N)cc2)cc1OC
0.7,11,O=C1c2ccccc2C(=O)N1CCSc1ccccc1
2.5,-3,CC(=O)Nc1cccc(C(=O)Nc2ccc(S(=O)(=O)NC3=NCCCCC3)cc2)c1
-0.2,24,O=C(Cn1cc([N+](=O)[O-])cn1)N1CCc2ccccc21

As a working copy, part of the list above.
STK33 inh,OX1R FRET antag,Molecule
0.0,4,CC[C@]12c3[nH]c4ccccc4c3CCN1C(=O)C(CC(=O)NCCCn1ccnc1)C[C@@H]2C(=O)N1CCN(C(=O)c2ccco2)CC1 (some centres not stated)
-2.5,10,Cc1cc(=O)[nH]c(SCC(=O)NC2CCCc3ccccc32)n1 (configuration not stated)

(next part)
STK33 inh,OX1R FRET antag,Molecule
-0.3,8,Cc1ccc(C)c(NC(=S)N(Cc2ccco2)C(C)c2cccs2)c1 (configuration not stated)
-1.0,30,Fc1ccc(Nc2nc(-c3ccncc3)cs2)cc1
0.2,21,O=C(OCCCCN1C(=O)c2ccccc2C1=O)c1n[nH]c2ccccc12
-1.8,11,Cc1ccc(C)c(OCC(=O)N/N=C/c2c(C)nn(-c3ccccc3)c2Cl)c1C
-1.0,15,Cc1ccn2c(C(=O)NN=C3CCN(C)CC3)c(C)nc2c1
-0.4,7,COc1cccc(N(C(=O)CS(=O)CC(=O)Nc2ccc(F)cc2)C(C(=O)NC2CCCCC2)c2cccs2)c1 (configuration not stated)
2.7,8,CCCc1nnc(SCC(=O)N2C(C)CCCC2C)n1CCCOC (configuration not stated)
-0.1,6,O=P(O)(c1ccccc1)c1ccccc1O
-0.9,9,C/C(Cl)=C/Cn1c(SCC(C)C)nc2c1c(=O)[nH]c(=O)n2C
-0.1,11,NC(=O)C12CCCC(Br)(CCC1)C2
0.6,13,O=C(Nc1ccn(Cc2c(F)c(F)cc(F)c2F)n1)c1cccc(Cn2cc([N+](=O)[O-])cn2)c1
-1.6,5,CCc1ccccc1NC(=O)COc1ccc2c(=O)c(Oc3cc(C)ccc3C)coc2c1
-1.6,28,COc1ccc(-c2oc3ccccc3c2C(=O)OCc2ccccc2OC)cc1
-0.7,43,COc1ccc(-n2nc([N+](=O)[O-])c(=NCCc3ccccc3)n2O)cc1
0.1,16,CCC(Oc1ccccc1)C(=O)Nc1ccccc1N1CCCCC1 (configuration not stated)
-0.7,16,CC(=O)N(Cc1cccs1)C1CCOC(C)(C)C1 (configuration not stated)
-0.3,15,O=C(CCn1nc(-c2ccccc2)c2ccccc2c1=O)Nc1cccnc1
0.2,14,CNC(=O)N(O)C1N(/N=C/c2c(F)cccc2Cl)C(=S)SC1(C)C (configuration not stated)
0.0,-15,CCOc1cccc(C2C(C#N)=C(N)Oc3cc(C)oc(=O)c32)c1OCC (configuration not stated)
0.2,6,CCN(CC(=O)NCCc1ccc(F)cc1)Cc1nc2ccccc2c(=O)[nH]1
-1.2,-23,CC1CCc2nn(CC(=O)NCCC3=CCCCC3)cc2C1 (configuration not stated)
-0.3,3,CCN1C(C#N)=C(C#N)N=C(C)CC1(C)C
0.5,11,COc1ccccc1NC=C1C(=O)OC(C)(C)OC1=O
-1.3,3,CCOC(=O)c1c(NC(=O)CN2CCOCC2)sc2c1CCCC2=O
1.8,14,CCC(=O)N/C(N)=N/c1nc(C)c2cc(C)c(C)cc2n1
-0.8,20,O=C(Nc1nc(-c2ccccc2)cs1)C1COc2ccccc2O1 (configuration not stated)
2.7,13,COc1ccc(-c2nc(C(=O)O)cs2)cc1OC
-1.1,3,COCCn1c(SCCOc2ccccc2)nc2ccccc2c1=O
-1.1,6,CC(C)C(=O)Nc1cc(=O)[nH]c2ncnn12
-1.1,5,NCCCCNCCCN

Some of the entries so far, with each value named.
SMILES: Cc1ccc(C)c(NC(=S)N(Cc2ccco2)C(C)c2cccs2)c1 (configuration not stated)
  STK33 inh: -0.3
  OX1R FRET antag: 8

SMILES: CC(C)C(=O)Nc1cc(=O)[nH]c2ncnn12
  STK33 inh: -1.1
  OX1R FRET antag: 6

Compound profiles, as listed above. Order of values: STK33 inh	OX1R FRET antag
COCCn1c(SCCOc2ccccc2)nc2ccccc2c1=O as listed: -1.1	3
COc1cccc(N(C(=O)CS(=O)CC(=O)Nc2ccc(F)cc2)C(C(=O)NC2CCCCC2)c2cccs2)c1 (configuration not stated) as listed: -0.4	7

Other records follow.
STK33 inh,OX1R FRET antag,Molecule
3.4,14,CN(C)CCOc1ccc2c(c1)Sc1ccccc1CC2=O
3.1,22,CCc1cccc(C)c1NC(=O)CSc1nnc(Cc2csc(C)n2)o1
0.5,14,CC(C)OC(=O)CSc1nc2ncccc2[nH]1
0.6,16,CCOC(=O)C1=C(N)OC2=C(C(=O)CC(C)(C)C2)C1c1ccoc1 (configuration not stated)
0.8,3,COc1ccc(S(=O)(=O)Nc2ccc3c(c2)CC(=O)N([C@@H](C)CO)C[C@H](C)[C@@H](CN(C)S(=O)(=O)c2ccc(F)cc2)O3)cc1
-1.7,11,CCOC(=O)C1CCCN(C(=O)CSc2ccccc2)C1 (configuration not stated)
-0.1,7,O=C(CCC(=O)N(CC(=O)NC1CCCCC1)c1ccc2c(c1)OCO2)Nc1ccccn1
1.2,9,CC(C(=O)NCc1cccnc1)N1C(=O)c2ccccc2C1=O (configuration not stated)
1.1,19,O=C(NCC(c1cccnc1)N1CCN(c2ccc(F)cc2)CC1)OCc1ccccc1 (configuration not stated)
1.4,7,CCc1ccc(N(C(=O)c2snc(C(N)=O)c2N)C(C(=O)NCCC(C)C)c2c[nH]c3ccccc23)cc1 (configuration not stated)
-1.1,29,O=C(COC(=O)c1ccc([N+](=O)[O-])cc1Cl)NCc1ccco1
-0.3,14,CCOc1ccc2c(c1)-c1c(ssc1=S)C(C)(C)N2C
0.4,16,Nc1ccccc1SSc1ccccc1N
0.4,21,CN(C)S(=O)(=O)c1cccc(NC(=O)CSc2nncn2-c2ccccc2)c1
-0.7,7,CCCOC1(NC(=O)c2ccccc2)C(C)=CC(=O)C=C1C
-0.8,9,Brc1ccc(CN2CCCCCC2)cc1
0.4,-5,O=C(NCc1ccccc1)c1cccnc1Sc1ccccc1
.,7,CCN(C(=O)CSc1nncn1-c1ccccc1)C1CCS(=O)(=O)C1 (configuration not stated)
-0.2,7,Cc1cc(=O)oc(C)c1C(=O)NCCC1=CCCCC1
-0.7,23,CCn1c(O)c(C=NC2CCCC2)sc1=S
-0.1,24,O=C(COC(=O)c1ccc2c(c1)OCCO2)NCCC1=CCCCC1
5.3,12,CC(=O)n1nc(-c2ccccc2)nc1NCc1ccc(N(C)C)cc1
-0.9,10,CN=C(Nc1ccc(Cl)cc1)c1cccc(C(F)(F)F)c1
0.2,3,Cc1ccc(C)c(-n2ccnc2SCC(=O)Nc2cccc(S(=O)(=O)NC3=NCCC3)c2)c1
5.6,18,Cc1cccc(N(C(=O)c2ccc(CN3CCOCC3)o2)C(C(=O)NC2CCCCC2)c2ccc(F)cc2)c1 (configuration not stated)
-4.2,11,COC(=O)c1ccc(CN2C(=O)NC(CC(C)C)C2=O)cc1 (configuration not stated)
-3.4,17,Cc1ccc(NC(=O)Nc2nnc(Cc3ccc([N+](=O)[O-])cc3)s2)cc1C
-1.1,47*,O=C(CCNC(=O)c1ccco1)NCCN1C(=O)S/C(=C\c2ccc(F)cc2)C1=O
-0.5,14,CCOc1ccccc1C1c2cc3c(cc2OC(C)(N2CCCC2)C1C)OCO3 (configuration not stated)
-0.4,15,N/C(=N\OC(=O)CC1CCCCC1)c1cccc(Br)c1

Taken from above:
CCOC(=O)c1c(NC(=O)CSc2nnnn2C)sc(C)c1C | STK33 inh = -0.8
CC[C@]12c3[nH]c4ccccc4c3CCN1C(=O)C(CC(=O)NCCCn1ccnc1)C[C@@H]2C(=O)N1CCN(C(=O)c2ccco2)CC1 (some centres not stated) | STK33 inh = 0.0
CCOc1ccc(Nc2nc(C)cc(C)c2C#N)cc1 | STK33 inh = -1.2
Cc1cc(=O)[nH]c(SCC(=O)NC2CCCc3ccccc32)n1 (configuration not stated) | STK33 inh = -2.5

The list continues:
STK33 inh,OX1R FRET antag,Molecule
0.2,19,O=C(COC(=O)c1cccc(NS(=O)(=O)/C=C/c2ccccc2)c1)Nc1ccccc1OC(F)F
-1.2,6,COC(=O)C1C(c2ccc(OC)cc2)C(C(=O)OC)S(=O)(=O)C(CCN2CCCCC2)S1(=O)=O (configuration not stated)
-1.9,9,CN1CCN2c3ncccc3Cc3ccccc3[C@@H]2C1
-0.6,17,O=C(Nc1ccccc1N1CCCC1)c1cccc(S(=O)(=O)N2CCOCC2)c1
-0.5,35,Cc1cc(C(=O)Nc2ccc3ccccc3c2)oc1C
-1.6,3,O=C(CCNC(=O)C1CCN(S(=O)(=O)c2ccc(F)cc2)CC1)NCc1ccncc1
.,20,CCn1c(SCc2ccc(Cl)cc2)nc2nc3c(cc2c1=O)CCCC3
-0.2,7,CCOC(=O)c1c(N)nn(C(=O)C(C)(C)C)c1-c1ccccc1
-0.5,4,CCOc1ccc(OCC)c(-c2c(=O)n(OCc3ccccc3C(=O)OC)c3ccccc3[n+]2[O-])c1
1.3,18,CCOC(=O)c1c(NC(=O)CCCC(=O)O)sc2c1CCC2
-0.2,10,Cc1cc[n+](C(C)C(=O)c2ccc(-c3ccccc3)cc2)cc1 (configuration not stated)
-0.6,41,O=C(O)c1cc(NS(=O)(=O)c2ccc(N3CCOCC3)c([N+](=O)[O-])c2)cc(C(=O)O)c1
-0.1,12,O=C(c1cccs1)N1CCN(Cc2ccccc2[N+](=O)[O-])CC1
-0.3,11,CCOCCCNS(=O)(=O)c1ccc(NC(=O)N2c3ccccc3Sc3ccccc32)cc1
-0.6,10,CCC(=O)C1CCCN(C(=O)c2ccc(OC3CCN(C(=O)CCOC)CC3)cc2)C1 (configuration not stated)
0.9,18,CSCCC(NC(=O)COc1ccccc1)C(=O)OC(C)C(=O)Nc1ccccc1C (configuration not stated)
1.1,8,O=C(CSc1nncs1)Nc1ccc(Cl)cn1
-0.3,-7,Cc1cc(F)ccc1N1CCC(N2CCN(C)C(CCO)C2)CC1 (configuration not stated)
-1.6,16,COC(=O)c1nn(-c2ccc(Oc3ccccc3)cc2)c(=O)cc1O
7.5,27,NC(=O)COC(=O)c1cccc2c1-c1ccccc1C2=O
-1.0,16,C[C@@H](C(=O)Nc1ccc2c(c1)OCCO2)n1nnc2ccccc2c1=O
-0.2,18,CCOC(=O)N1CCC(NC(=O)c2ccc3c(c2)N=C(CC)c2ccccc2S3)CC1
-2.4,5,COc1ccccc1NC(=O)/C=C1\NC(=O)CS1
-3.0,11,Cc1ccc(CSC2=NCCN2C(=O)c2ccc(S(=O)(=O)N(C)C)cc2)cc1
-1.7,0,CCOC(=O)CCC(=O)N1CCOCCOCCOCC1
-0.6,6,O=C(CCc1[nH]c2ccccc2c1Sc1ccccc1)N(CCO)CCO
0.0,20,O=C1CN(C(=O)CSc2nc(-c3ccc(Cl)cc3)cs2)c2ccccc2N1
-0.5,22,Cc1cc(NCc2ccccc2)nc(-c2ccccc2O)n1
-0.2,2,CC(Sc1cccc[n+]1[O-])C(=O)Nc1ccc(Oc2ccccc2)cc1 (configuration not stated)
-0.9,26,C=C(c1cccc2ccccc12)P(=O)(O)O
0.3,29,O=C(NCCCN1CCOCC1)c1ccccc1NS(=O)(=O)c1cc([N+](=O)[O-])ccc1Cl
